# Assay outcomes (PubChem)
# Cardiac RTF inh: cardiac RTF calcium desensitization; IANBD-labeled cardiac RTF, Ca2+ fluorescence; inhibition, % at 7.15 µM; hit rate 0.12% among 340,000; AID 493244;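 active = inhibition above the mean inhibition of all tested compounds plus 3 SD, cut at about 17% in these data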;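 note: assay run at fixed EC70 calcium of 1.6 mM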
# OPRM1-OPRD1 ag: OPRM1-OPRD1 heterodimerization agonism | P35372+P41143 | cells, luminescence | activation, % at 9.3 µM | hit rate 0.3% among 340,000; in the data active = activation above about 18%;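 note: 0% = vehicle-treated cells and 100% = reference agonist; values of inactives mirror those of a sister screen read the other way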
# MOR-DOR inv ag: inverse agonists of human mu-delta opioid receptor heterodimerization | cell-based MOR-DOR heterodimer luminescence, inverse agonism | inhibition, % at 9.3 µM | hit rate 0.21% among 340,000 | AID 504357; in the data active = inhibition above about 22%, passing the limit was not always enough;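 note: 0% = cells with DMSO and 100% = wells without cells with DMSO; values of inactives mirror those of a sister screen read the other way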
# cardiac RTF act: cardiac RTF calcium sensitization | P19429+P45379 | IANBD-labeled TnC RTF fluorescence at EC20 calcium; 0% EC20 calcium, 100% full calcium | activation, % at 7.2 µM | hit rate 0.24% among 340,000;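 active = activation above the mean over all tested compounds plus 3 SD, cut at about 30% in these data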;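 note: rise in fluorescence read as greater calcium sensitivity of cardiac thin filaments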
# Keap1-Nrf2 PPI: inhibitors of human Keap1-Nrf2 protein-protein interaction; Q14145; Keap1 Kelch-Nrf2 peptide fluorescence polarization, 1536-well; inhibition, % at 9.4 µM; hit rate 0.15% among 340,000; in the data active = inhibition above about 12%;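 note: human Keap1 Kelch domain with fluorescein labeled Nrf2 9mer peptide probe; 0% = neutral control wells and 100% = peptide positive control; higher means more block of Keap1 binding to Nrf2 peptide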
# Target sequence (Q14145 whole entry, looked up, the tested form may be a part): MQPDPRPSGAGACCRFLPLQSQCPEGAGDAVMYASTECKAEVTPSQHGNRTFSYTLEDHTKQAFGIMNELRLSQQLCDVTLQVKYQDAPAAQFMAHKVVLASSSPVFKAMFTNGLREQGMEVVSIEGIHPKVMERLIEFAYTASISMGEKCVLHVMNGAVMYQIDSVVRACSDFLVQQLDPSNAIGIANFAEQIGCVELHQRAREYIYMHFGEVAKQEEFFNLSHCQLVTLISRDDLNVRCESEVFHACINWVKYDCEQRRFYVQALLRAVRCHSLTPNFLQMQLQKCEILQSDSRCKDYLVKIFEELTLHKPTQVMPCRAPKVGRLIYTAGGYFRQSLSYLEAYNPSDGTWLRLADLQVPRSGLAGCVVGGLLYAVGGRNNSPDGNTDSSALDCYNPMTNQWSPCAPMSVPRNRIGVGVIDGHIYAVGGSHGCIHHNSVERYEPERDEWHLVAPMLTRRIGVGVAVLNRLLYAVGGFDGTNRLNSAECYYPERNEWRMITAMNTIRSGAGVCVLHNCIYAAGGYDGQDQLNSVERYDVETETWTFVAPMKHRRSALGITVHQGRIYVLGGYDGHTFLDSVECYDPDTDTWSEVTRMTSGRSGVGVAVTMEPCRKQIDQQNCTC
# DSG3 Ab inh: blocks pemphigus antibody binding to human desmoglein-3; P32926; DSG3-coupled beads, scFv-anti-DSG3-GFP binding, flow cytometry; stronger effect = lower value; binding (percent of control), % at 10 µM; hit rate 0.48% among 310,000; AID 588358;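 active = binding more than 3 SD below its plate's average and above zero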; note: some compounds called inactive have numbers as strong as hits
# V-ATPase pHluor: yeast V-ATPase proton transport regulation by pHLuorin. response, % at 10 µM. AID 504577. S. cerevisiae, pHLuorin cytosolic pH fluorescence. hit rate 0.37% among 350,000; in the data active = response mostly above about 7.3%, no sharp cut-off; inactive = mostly below about 5.4%; note: actives read high; inactives centre near 0; some compounds called inactive have numbers as strong as hits; reference of the scale not given here
# Wnt act: Wnt/beta-catenin pathway activation; AID 743398; Wnt/beta-catenin reporter cell assay, activator, plate reader; activation, % at 9.35 µM; hit rate 1.2% among 300,000; in the data active = activation above about 30%, passing the limit was not always enough;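 note: 0% = neutral control wells and 100% = positive control wells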
# LANA DNA inh: blocks KSHV LANA C-terminal domain binding to DNA; AID 504423; hit rate 0.078% among 340,000; MBP-C-LANA/FAM-LBS DNA binding, fluorescence polarization; inhibition, % at 9 µM;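 active = highest replicate inhibition at or above 60% at 9 µM, even if other replicates fall short; inactive = all replicates below 60% inhibition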;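 note: 0% = neutral control wells and 100% = 4 µM acridine orange control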
# Arrestin-AP2 inh: human beta-arrestin and AP2 interaction inhibition. FITC-arrestin peptide / GST-AP2 beads, flow cytometry; AP2 beta2 appendage carries R879A mutation. inhibition, % at 10 µM. hit rate 0.31% among 340,000. AID 504490;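 active = inhibition above a set limit, near 3 SD of compounds lacking own fluorescence, cut at about 54% in these data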;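 note: plate controls were DMSO wells for no effect and 5 µM unlabelled arrestin peptide for full effect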
#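 Material – AP2 appendage R879A on GSH beads · Buffer or medium – PBS with 0.05% Tween 20 and 0.1% BSA · Probe or stimulus – fluorescein-tagged arrestin peptide at 50 nM final · Incubation – compound with beads 12 min RT, then probe 1 h RT · Detection – high-throughput flow cytometry of beads, ex 488, em 535 nm · Evaluation – percent response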
# The depositor's hits bear a star; x = no result given.
SMILES,DSG3 Ab inh,Keap1-Nrf2 PPI,Arrestin-AP2 inh,V-ATPase pHluor,LANA DNA inh,Wnt act,cardiac RTF act,Cardiac RTF inh,MOR-DOR inv ag,OPRM1-OPRD1 ag
CC(=O)c1ccc(N2CCN(C(=O)c3ccc(NC4=NC5CS(=O)(=O)CC5S4)cc3)CC2)cc1 (centres undefined),93.0,-6.2,-6.8,1.8,-0.1,-0.4,-4.7,3.3,9.5,-1.6
COC(=O)c1oc2ccccc2c1NC(=O)/C=C/C(=O)O,99.8,-8.2,-10.0,-0.7,-0.5,0.4,7.2,0.8,15.4,-2.9
Cc1ccc(S(=O)(=O)NCc2ccc(C(=O)N3CCN(c4ccccn4)CC3)cc2)cc1,76.7,2.3,-7.3,-3.9,-0.4,-3.3,-5.8,-9.2,17.6,-3.3
COc1cccc(-c2cc3nc(-c4ccccc4)cc(=O)n3[nH]2)c1,437.4,-4.4,3.5,5.7,-0.6,14.1,-3.0,-3.3,12.0,-2.2
COc1ccc(CC(=O)NCC2CCCN(Cc3cc(OC)cc(OC)c3)C2)cc1 (centres undefined),119.5,-2.3,31.0,-0.6,0.9,-0.1,-3.9,4.6,18.4,-3.8
COc1cc(S(=O)(=O)N2CCC(C(N)=O)CC2)c(C)cc1C,81.0,-5.3,7.2,2.9,-1.5,x,-1.2,-6.2,-15.0,2.4
COC(=O)c1[nH]c2cccc(OC)c2c1NC(=O)CCN1CC(C)CC(C)C1 (centres undefined),101.1,-6.5,-7.1,0.5,-2.7,x,2.4,1.8,-5.5,1.0
CC(C)NC(=O)c1onc(CSc2ccccc2)c1C(=O)O,104.0,-1.8,3.3,3.8,-0.7,2.9,13.7,-13.8,-13.9,2.4
Cc1cc(NC(=O)CSc2ccc3nnc(-c4ccc(F)cc4)n3n2)no1,105.8,-3.1,2.6,-1.6,-1.1,-1.3,-5.9,5.8,8.9,-1.6
O=C1NC(=S)N(C(=O)c2ccc(F)cc2)/C1=C/c1cccnc1,109.7,x,-6.2,0.6,x,7.5,x,x,x,x
CC(Sc1cnc2ccccc2n1)C(=O)O (centres undefined),x,-4.6,-1.4,2.0,0.3,1.0,-0.9,-4.3,4.4,-0.9
O=C(NCCc1cccc(C(F)(F)F)c1)C1CCC(=O)N(C2CC2)C1 (centres undefined),101.4,-0.4,23.6,8.6,0.5,2.3,7.0,-16.8,2.4,-0.5
CC(=O)NCCC(=O)Nc1nc(-c2c[nH]c3ccccc23)cs1,105.4,-8.5,-0.7,-0.5,0.5,0.3,2.7,3.7,-33.0,5.1
CN1CCN(c2nc(Nc3ccc(F)cc3)nc(Nc3ccc(F)cc3)n2)CC1,96.4,-2.2,25.7,-1.7,-1.6,1.2,-5.1,-2.2,-6.5,1.1
CC(=O)Nc1ccc(C(=O)N/C(=C/c2ccccc2)C(=O)Nc2cccc(C(=O)O)c2)cc1,95.0,3.0,42.0,-0.3,-0.2,4.9,1.1,5.9,3.5,-0.6
CC(C)Oc1ccc(C(=O)OC(C)C(=O)NC2CCCCC2C)cc1 (centres undefined),102.1,-1.3,-9.4,0.3,-1.1,-2.6,-6.5,-3.8,9.4,-1.7
COc1ccccc1NC(=S)N1CCN(c2cccc(C)c2C)CC1,113.9,0.4,-4.6,-1.6,0.0,-1.1,-2.7,-0.3,-0.8,0.2
COc1cc(C(=O)NCCN=C2NS(=O)(=O)c3ccccc32)cc(OC)c1OC,109.1,-2.1,-8.4,2.8,0.1,-0.6,-5.5,-3.9,7.1,-1.3
COc1ccc(C(C)=O)cc1COc1cccc2c1OC(C)(C)C2,108.1,-1.0,-8.8,1.6,-0.3,0.6,2.3,-3.8,1.6,-0.5
Cc1ccc(NC(=S)N(CCCN2CCN(C)CC2)Cc2cccs2)cc1C,121.0,-3.5,-4.2,1.1,0.3,-1.0,5.0,-5.1,14.7,-3.0
Cc1nc(-c2ccncc2)sc1C(=O)Nc1ccc(Cl)cc1,102.0,-1.1,17.5,-1.6,-1.9,-12.5,5.9,5.3,19.3,-3.4
COc1ccc(C(CC(=O)O)c2ccc3c(c2)OCO3)cc1 (centres undefined),98.7,-1.4,24.9,1.0,0.3,-1.0,-2.4,1.4,9.0,-2.0
COc1ccc(NC2CCCN(C(=O)CCN3CCCO3)C2)cc1 (centres undefined),104.2,-6.2,3.8,3.1,1.8,-0.1,-3.1,1.3,6.6,-1.3
Cc1cc(Br)cc(Br)c1OCC(=O)NNC(=O)Nc1ccccc1,99.4,-0.7,44.4,2.5,-0.8,0.5,5.0,-5.4,-21.2,4.2
CCOC(=O)C1CCN(C(=O)Nc2ccc(NC(=O)C3CCN(C(=O)OCC)CC3)cc2)CC1,79.3,0.2,35.3,1.7,-7.5,x,1.8,-8.8,4.6,-0.8
CCN(CC)C(=O)c1cccc(NC(=O)c2cc(-c3ccccn3)nc3ccccc23)c1,101.5,1.2,4.0,0.8,-1.5,7.2,-0.4,-8.0,13.6,-3.5
CCOC(=O)C(C(=O)OCC)C(Nc1ccc(Br)cc1)c1ccccc1 (centres undefined),x,-1.7,8.2,-0.6,-0.9,3.9,0.4,-8.7,-15.8,3.1
COc1cc(O)oc1C=Nc1ccccc1,100.9,6.0,16.0,-6.0,-0.4,x,-2.6,-7.4,5.9,-1.0
Cc1ccc(CNC(=O)C2CCCN(c3nc4ccccc4o3)C2)cc1 (centres undefined),97.1,-3.1,19.1,3.2,-0.9,-5.1,-0.6,2.1,13.4,-2.2
CCC(C)OC(=O)C(C)Oc1ccc(-c2ccccc2)cc1 (centres undefined),105.9,0.5,-1.2,-2.5,0.1,x,7.7,0.1,4.7,-0.8
CCCn1c(O)c(CN2CCCC(C)C2)c(C)c(C#N)c1=O (centres undefined),111.4,1.5,11.7,5.5,16.9,-1.8,13.5,-20.6,3.0,-0.6
Cc1cccc(-c2ccc3c(c2)C2CC3CCN2C(=O)OCc2ccccc2)c1 (centres undefined),104.6,-2.8,-6.1,-3.0,-1.4,-2.2,-1.9,-8.8,11.0,-2.4
COC(=O)c1c(C)[nH]c(O)c1C=Nc1ccc(Oc2ccccc2)cc1,110.8,-5.9,16.0,2.6,0.0,11.0,-3.5,7.8,0.1,0.0
Cc1nnsc1C(=O)NC1CCCCC1,101.3,0.7,-8.9,-1.1,-1.0,0.7,6.4,-2.2,5.4,-0.9
CC(c1ccco1)N(C(=O)c1ccc(C(F)(F)F)cc1)c1ccccn1 (centres undefined),109.2,-2.6,6.1,2.2,0.9,2.4,-0.9,-3.1,6.7,-1.4
Cc1cc(C(=O)OCC(=O)N(C)c2ccccc2)c2ccccc2n1,x,-5.3,-5.8,-2.2,0.3,3.8,7.1,-14.3,13.4,-3.6
CC(NS(=O)(=O)c1cccc(C(=O)N(C)Cc2ccc(N3CCOCC3)cc2)c1)c1ccccc1 (centres undefined),106.8,-6.3,2.1,-0.3,-1.3,0.9,-0.3,1.3,-6.9,1.7
COc1cc(SC)ccc1C(=O)OC(C)C(=O)Nc1ccc(NC(C)=O)cc1 (centres undefined),105.4,-1.0,21.0,0.6,0.2,-3.1,0.8,0.1,15.2,-2.9
O=C1C(Cl)=C(N2CCN(Cc3ccccc3)CC2)C(=O)N1Cc1ccccc1,94.5,-2.6,-5.0,0.1,4.5,-0.6,-1.3,0.0,-3.1,0.6
CN1CCN(C(=O)CC2C(=O)NCCN2Cc2ccc(-c3ccccc3)cc2)CC1 (centres undefined),97.0,-1.9,11.9,-2.3,-0.1,-1.5,0.7,-5.1,8.1,-1.5
COCCNC(=O)CN(c1ccccc1OC)S(C)(=O)=O,102.6,3.8,14.1,7.5,0.0,x,0.4,0.5,-4.6,0.8
O=C1N2CCSC2=NC1(Nc1nccs1)C(F)(F)F (centres undefined),107.1,-0.5,34.1,0.8,-1.3,x,6.8,0.5,-2.8,0.5
CC(C)CC(=O)NNC(=S)NCc1ccco1,104.3,-2.7,-6.3,-2.2,-2.8,-1.1,-2.3,5.2,11.2,-2.2
CCOc1ccc(NC(=O)CCC(=O)N/N=C/c2ccc([N+](=O)[O-])s2)cc1,107.2,-1.4,-1.9,0.2,2.3,x,-6.2,-12.6,-28.6,5.3
O=C(c1cc2ccccc2o1)N1CCN(S(=O)(=O)c2ccccc2)CC1,111.0,-4.9,26.7,-5.3,0.3,-2.1,3.0,-15.8,5.4,-1.1
Cn1c(=O)c2ccccc2n2c(CCl)nnc12,26.6*,-1.6,-12.6,-1.5,1.0,-2.8,-5.4,6.2,-7.8,1.4
COc1cc(NC(=O)c2ccc(NC3=NC4CS(=O)(=O)CC4S3)cc2)cc(OC)c1OC (centres undefined),92.9,-1.3,-11.7,-0.2,0.5,-2.5,-0.5,-1.3,0.2,0.0
COc1ccccc1NC(=O)CS(=O)(=O)c1cn(CC(=O)N2CCCC2)c2ccccc12,108.0,-5.3,-7.8,0.7,-2.3,1.6,1.0,1.5,0.1,0.0
CCc1c(O)nc(SCC(=O)NCc2ccco2)[nH]c1=O,79.3,0.2,14.5,-0.5,1.2,x,-3.2,-0.9,17.8,-2.9
Cc1ccc(Cn2c(CCNc3nc(-c4ccc(C)cc4)cs3)nc3cc(C(=O)NCCCO)ccc32)cc1,103.0,-6.4,-2.8,4.0,-0.3,-3.3,0.2,3.8,13.2,-2.4
c1cc2c(cc1-c1[nH]ncc1CN1CC3C[C@@H]4CC1C[C@H](C3)C4)OCO2,101.1,-6.8,8.6,-1.2,-1.6,-0.5,-0.1,-14.4,9.0,-1.6
CCOCCCNC(=O)CSc1nc2nc(C)c(Cc3ccccc3)c(C)n2n1,86.4,-1.6,24.6,-2.1,0.4,2.3,3.9,-12.4,-0.1,0.0
Cc1ccc(S(=O)(=O)N/N=C/c2cccc3c2OCCO3)cc1,101.0,4.5,-4.1,-0.8,-0.2,-1.0,2.5,-7.7,0.6,-0.1
CCOc1ccc(C(=O)N2CCN(c3ccccn3)CC2)cc1,117.6,-4.5,18.9,-2.7,-5.4,-0.8,2.6,-1.4,15.8,-3.2

# 4 compounds drawn at random from the list so far, as already listed:
SMILES,DSG3 Ab inh,Keap1-Nrf2 PPI,Arrestin-AP2 inh,V-ATPase pHluor,LANA DNA inh,Wnt act,cardiac RTF act,Cardiac RTF inh,MOR-DOR inv ag,OPRM1-OPRD1 ag
Cc1cccc(-c2ccc3c(c2)C2CC3CCN2C(=O)OCc2ccccc2)c1 (centres undefined),104.6,-2.8,-6.1,-3.0,-1.4,-2.2,-1.9,-8.8,11.0,-2.4
COc1cc(SC)ccc1C(=O)OC(C)C(=O)Nc1ccc(NC(C)=O)cc1 (centres undefined),105.4,-1.0,21.0,0.6,0.2,-3.1,0.8,0.1,15.2,-2.9
CC(NS(=O)(=O)c1cccc(C(=O)N(C)Cc2ccc(N3CCOCC3)cc2)c1)c1ccccc1 (centres undefined),106.8,-6.3,2.1,-0.3,-1.3,0.9,-0.3,1.3,-6.9,1.7
CN1CCN(C(=O)CC2C(=O)NCCN2Cc2ccc(-c3ccccc3)cc2)CC1 (centres undefined),97.0,-1.9,11.9,-2.3,-0.1,-1.5,0.7,-5.1,8.1,-1.5
